From PubChem
bIAP act: bovine intestinal alkaline phosphatase activators, primary screen, biochemical, bovine IAP, CDP-star luminescence; AID 1016, 2008; purified bovine IAP, 30 min; stronger effect = higher value; fold of DMSO-control signal, blank-subtracted; activation factor at 20 µM; alkaline phosphatase, intestinal [Bos taurus]; actives 0.17% (n = 200,000);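 active = activation factor of 2 or more at 20 µM, a signal rise over negative controls twice the positive control's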
PPARg SRC-2 ag: agonists of PPARg-SRC-2 recruitment, primary screen, biochemical, HTS. Peroxisome proliferator-activated receptor gamma (Homo sapiens), P37231. PPARgamma LBD-SRC-2 recruitment. activation, % at 8 µM. actives 0.34% (n = 200,000). AID 1032, 2008; in the data active = activation above about 22%;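 note: 0% = vehicle and 100% = reference agonist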
Target sequence (P37231 whole entry, looked up, the tested form may be a part): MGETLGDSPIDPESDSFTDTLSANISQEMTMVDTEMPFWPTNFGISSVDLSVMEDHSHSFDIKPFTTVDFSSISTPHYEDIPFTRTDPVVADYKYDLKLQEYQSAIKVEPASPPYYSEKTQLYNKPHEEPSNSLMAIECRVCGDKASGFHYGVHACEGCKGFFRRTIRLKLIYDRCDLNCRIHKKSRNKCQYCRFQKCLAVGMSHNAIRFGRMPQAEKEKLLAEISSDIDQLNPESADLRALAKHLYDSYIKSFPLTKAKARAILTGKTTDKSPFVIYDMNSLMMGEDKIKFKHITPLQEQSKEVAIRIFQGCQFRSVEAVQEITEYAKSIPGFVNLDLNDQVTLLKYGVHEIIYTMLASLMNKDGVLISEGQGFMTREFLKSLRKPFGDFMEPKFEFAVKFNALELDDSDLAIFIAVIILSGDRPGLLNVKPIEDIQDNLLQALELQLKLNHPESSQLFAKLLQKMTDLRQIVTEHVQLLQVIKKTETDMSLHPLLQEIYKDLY
TNAP act hi DEA: TNAP activators at high phosphate acceptor level, primary screen, biochemical, luminescence, uHTS | Alkaline phosphatase, tissue-nonspecific isozyme (Homo sapiens), P05186 | purified TNAP, CDP-star luminescence, 1 M DEA, 30 min; stronger effect = higher value; 0 = EDTA background, 1 = DMSO-only activity | activation factor at 20 µM | 200,000 tested, under 10 active;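 active = activation factor at least 2 at 20 µM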
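Dosing: 20 µM single point. System: human TNAP. Amount: TNAP 1/800 final. Incubation: 30 min, room temperature. Read-out: TNAP activation factor scaled between EDTA and DMSO control wells. Signal: luminescence from CDP-star hydrolysis. Medium: 1 M DEA, pH 9.8, Mg2+, Zn2+. Control set: EDTA negative control, DMSO positive control.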
STAT3 inh: IL-6 driven STAT3 reporter inhibitors, primary screen, U3A cells, luciferase, luminescence, MLSCN library; actives 0.89% (n = 190,000); AID 862, 2007; inhibition, % at 5.5 µM; IL-6 STAT3-luciferase reporter; host cell line lacks STAT1;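 active = inhibition above the mean inhibition across all screened compounds plus 3 SD, cut at about 44% in these data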;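 note: 0% = DMSO only wells and 100% = 100 µM nifuroxazide control wells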
PPARg SRC-1 ag: PPARgamma agonists recruiting SRC-1 coactivator, primary screen, biochemical; actives 0.41% (n = 200,000); activation, % at 8 µM; Peroxisome proliferator-activated receptor gamma (Homo sapiens), P37231; PPARgamma-SRC-1 coactivator recruitment biochemical assay; in the data active = activation above about 19%;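 note: 0% = DMSO and 100% = reference agonist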
SRC2 TRFRET art: TR-FRET signal artefacts, primary screen, artefact control for PPARgamma SRC-2 agonist project, biochemical; TR-FRET artefact counter-screen; stronger effect = higher value; actives 0.4% (n = 200,000); TR-FRET ratio at 8 µM; AID 1049, 2008; in the data active = TR-FRET ratio above about 2000; note: inactives centre near 1500
STAT3 act: IL-6 driven STAT3 reporter potentiators, primary screen, U3A cells, luciferase, luminescence, MLSCN library | AID 871, 2007 | activation (% of control), % at 5.6 µM | actives 0.91% (n = 190,000) | IL-6 STAT3-luciferase reporter; 100% = signal with IL-6 EC80 alone;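 active = activation above the screen-wide mean of compound activation plus 3 SD, cut at about 130% in these data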;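 note: 0% = background luminescence of wells with medium and substrate only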
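Assay system – human STAT1-deficient U3A cells with stable STAT3-luciferase reporter · Also added – IL-6 (33 ng/mL) · Schedule – compound 1 h, then IL-6 6 h at 37 °C · Technique – reporter luminescence signal · Evaluation – % activation versus median of IL-6-stimulated wells · Benchmarks – IL-6-only wells as 100% reference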
ROMK primary: ROMK potassium channel modulators, primary screen, cell-based, thallium flux, MLSMR library | ATP-sensitive inward rectifier potassium channel 1 (Homo sapiens), P48048 | Tet-inducible ROMK, thallium flux fluorescence; actives lie on both sides | B-score at 10 µM | actives 2% (n = 130,000);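 active = signal ratio slope over the read window, or its plate-corrected B-score, at least 3 SD from the plate mean, either direction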;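 note: B-score of the F/F0 ratio slope over 7 to 12 s after thallium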
Target sequence (P48048 whole entry, looked up): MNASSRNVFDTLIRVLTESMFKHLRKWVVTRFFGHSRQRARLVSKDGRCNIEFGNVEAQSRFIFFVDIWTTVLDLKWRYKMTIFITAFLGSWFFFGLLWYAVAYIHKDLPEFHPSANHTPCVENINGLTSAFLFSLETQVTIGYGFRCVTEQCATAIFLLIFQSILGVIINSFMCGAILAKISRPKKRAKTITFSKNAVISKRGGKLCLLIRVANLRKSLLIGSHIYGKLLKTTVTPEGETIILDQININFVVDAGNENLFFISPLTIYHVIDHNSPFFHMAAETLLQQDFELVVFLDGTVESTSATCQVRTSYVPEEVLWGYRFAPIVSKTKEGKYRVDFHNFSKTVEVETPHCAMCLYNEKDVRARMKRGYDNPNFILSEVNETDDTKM
STAT1 blocker: STAT1 signaling inhibitors, primary screen, cell-based, HTS, luciferase reporter. actives 0.35% (n = 200,000). inhibition, % at 5.5 µM. NIH 3T3 STAT1-luciferase reporter, IFN-gamma, luminescence;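 active = inhibition above a set limit, the mean inhibition across all tested compounds plus 3 SD, cut at about 34% in these data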;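 note: 0% = IFN-gamma with DMSO and 100% = IFN-gamma with 300 µM nifuroxazide; values of inactives mirror those of a sister screen read the other way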
PPARg SRC3 recr: PPARgamma agonists recruiting SRC-3 coactivator, primary screen, biochemical; activation, % at 8 µM; biochemical PPARgamma/SRC-3 coactivator recruitment assay; Peroxisome proliferator-activated receptor gamma (Homo sapiens), P37231; actives 0.26% (n = 200,000); AID 731, 2007; in the data active = activation above about 23%;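 note: 0% = DMSO and 100% = reference agonist; some compounds past the cut are filed as inactive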
bIAP inh: bovine intestinal alkaline phosphatase inhibitors, primary screen, selectivity assay for TNAP inhibitor project, biochemical, bovine IAP, CDP-star luminescence. inhibition, % at 20 µM. 190,000 tested, under 10 active. AID 1019, 2008. alkaline phosphatase, intestinal [Bos taurus]. purified bovine IAP, 30 min;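 active = over 50% inhibition of intestinal alkaline phosphatase at 20 µM in the single-dose screen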
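test system = bovine IAP enzyme | medium = DEA buffer 100 mM, pH 9.8, with MgCl2 1.0 mM, ZnCl2 0.02 mM | detection = luminescence | dosing = single compound dose of 20 µM, 2% DMSO final | incubation = 30 min reaction at room temperature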
Numbers without * were called inactive; x = not tested or not shown.

Results follow in this order: bIAP act, PPARg SRC-2 ag, TNAP act hi DEA, STAT3 inh, PPARg SRC-1 ag, SRC2 TRFRET art, STAT3 act, ROMK primary, STAT1 blocker, PPARg SRC3 recr, bIAP inh
- CCC(Sc1ncccc1C(=O)O)C(=O)N1CCOCC1 (centres undefined)
    1, 3, 1, 3, 6, 1835, 100, 0.05, 8, 3, 1
- COc1ccc(NC(=O)CCCn2c(=S)[nH]c3ccccc3c2=O)cc1
    0.9, 7, 1, 10, -4, 1730, 99, x, 6, 9, 11
- CS(=O)(=O)N(CC(=O)NC1CC1)C1CCCCC1
    0.9, -6, 1.1, -13, 1, 1599, 108, 0.42, -8, -3, 7
- COc1nnc(-c2ccc(C(=O)N3C[C@@H]4C[C@H](C3)c3cccc(=O)n3C4)cc2)c2ccccc12
    1.1, 11, 1, 3, 5, 1607, 103, x, -3, -4, -6
- CCCCSc1nnc([C@H](CC(C)C)NC(=O)OC(C)(C)C)o1
    1, 6, 1.1, 7, 0, 1305, 99, x, 3, 0, -1
- CCOC(=O)C1CCCN(c2ccc(NC(=O)c3snc4c(=O)[nH]cnc34)cc2)C1 (centres undefined)
    1.1, -2, 1, 15, -2, 1451, 91, 0.092, -1, -3, -8
- CCCn1c(SCC(=O)Nc2ccccc2CC)nnc1C(C)C
    1, 2, 1, 15, 10, 1739, 91, x, 12, 3, 3
- CCCCCCn1nc(C(=O)Nc2nc3c(s2)CCCC3)c2ccccc2c1=O
    0.9, -4, 1, 0, 1, 1454, 97, x, -3, 3, 6
- O=C(/C=N/NC(=O)c1ccccc1Br)c1ccccc1
    0.9, 3, 1, -2, 5, 1700, 106, 0.11, -31, -1, 6
- O=C(COC(=O)c1ccccc1Sc1ccc(C(F)(F)F)cc1[N+](=O)[O-])NC(=O)NC1CCCC1
    0.9, 4, 1, 4, 1, 1571, 97, 0.56, 8, 5, 6
- CCS(=O)(=O)N1Cc2ccccc2CC1C(=O)Nc1nc(C)cs1 (centres undefined)
    1, 8, 1.1, 12, 4, 1723, 91, 0.33, -36, 5, -4
- COc1ccccc1Nc1cc(N2CCOCC2)c2nonc2c1[N+](=O)[O-]
    1.1, 5, 1, -6, 0, 1612, 109, 0.11, -1, 6, -11
- CCCOc1ccc(C(=O)NNC(=S)NC(=O)CC)cc1
    1.6, 6, 1, 9, 14, 1590, 98, 0.85, -3, 0, -61
- CCOC(=O)c1c2n(c3c(NCc4ccccc4)ncnc13)CCCC2
    1.7, -4, 1.1, -1, -6, 1396, 105, x, -3, -2, -66
- COc1cc(/C=C/C(=O)OCC(=O)Nc2ccc(C)c(S(=O)(=O)N3CCCCC3)c2)ccc1O
    1.2, 3, 1, 2, 4, 1658, 101, 0.023, -5, 5, -16

(continued)
Results follow in this order: bIAP act, PPARg SRC-2 ag, TNAP act hi DEA, STAT3 inh, PPARg SRC-1 ag, SRC2 TRFRET art, STAT3 act, ROMK primary, STAT1 blocker, PPARg SRC3 recr, bIAP inh
- O=c1cc(N2CCCCC2)c(-c2ccccc2)nn1Cc1cccc(F)c1
    1, 10, 1.1, 7, 11, 1535, 98, -1.6, 6, 5, -1
- CC(=O)Nc1ccc(S(=O)(=O)Nc2nc3ccc([N+](=O)[O-])cc3s2)cc1
    1.1, 8, 1, 6, 2, 1651, 97, 1.1, -3, 0, -7
- COc1ccc2[nH]c(O)c(N=O)c2c1
    0.9, 5, 1, 14, 7, 1492, 94, -0.059, 7, 5, 13
- COC(=O)c1cc2c(cc1N)OCCO2
    0.9, 4, 1, 9, -1, 1561, 94, 0.91, -14, 2, 8
- CCOC(=O)COc1ccsc1C(=O)OC
    1, 5, 1, 9, 4, 1767, 98, x, -7, 6, 1
- O=C(O)CC(C(=O)OC1CCCCC1)N1CCOCC1 (centres undefined)
    0.9, 0, 1, 3, 4, 1604, 100, x, 2, -7, 13
- CCOC(=O)C(NC(=O)c1ccccc1)(N1CCOCC1)C(F)(F)F (centres undefined)
    0.8, 2, 1, 5, 1, 1634, 97, 0.98, 4, -1, 17
- O=C(NC(=S)Nc1nc(-c2cccc([N+](=O)[O-])c2)cs1)c1cc(Cl)ccc1Cl
    0.8, -8, 1, 15, -5, 1583, 90, 0.0085, -10, 1, 19
- C=CCc1cc(/C=C2/NC(=O)N(CC(=O)OC)C2=O)cc(OC)c1O
    0.8, 10, 0.9, 16, 0, 1806, 92, 0.62, 8, 5, 19
- N/C(=N\OC(=O)c1ccccc1Cl)c1ccc(Cl)cc1
    0.4, 0, 1, -18, 8, 1458, 126, x, -57, -1, x
- Cc1ccc(Nc2nc(N)nc(CN3CCN(C(=O)c4ccco4)CC3)n2)cc1Cl
    1.1, 9, 1.1, 3, 10, 1731, 99, x, 7, -2, -10
- CN1C(=O)C(CC(=O)Nc2ccc(F)cc2)N(Cc2ccco2)C1=S (centres undefined)
    1, -7, 1, 8, -5, 1293, 100, -0.57, 3, 2, -5
- CC(C)(C)n1nnnc1C(c1ccc(C(F)(F)F)cc1)N(Cc1ccccc1)Cc1ccco1 (centres undefined)
    0.9, -3, 1, 2, 4, 1567, 103, x, 8, -3, 15
- COC(=O)C(CSCc1ccccc1)NC(=O)CSc1nc(C)cc(=O)[nH]1 (centres undefined)
    1, 2, 1, 11, 2, 1508, 100, 0.49, 0, 6, 4
- Cc1ccc(S(=O)(=O)N(C)C)cc1NC(=S)N1CCc2ccccc21
    1.1, 6, 1.1, -3, -1, 1539, 105, 0.89, -1, 0, -12

(cont.)
Results follow in this order: bIAP act, PPARg SRC-2 ag, TNAP act hi DEA, STAT3 inh, PPARg SRC-1 ag, SRC2 TRFRET art, STAT3 act, ROMK primary, STAT1 blocker, PPARg SRC3 recr, bIAP inh
- COC(=O)[C@H]1C[C@@H]1[C@H](NS(=O)(=O)c1ccc2ccccc2c1)c1ccccc1
    1, -3, 1, -3, -3, 1433, 100, -0.74, 7, 1, 3
- CC(=O)c1ccc(N2CCN(S(=O)(=O)c3cccc(S(=O)(=O)N4CCOCC4)c3)CC2)cc1
    0.9, 3, 1, 3, 5, 1591, 98, 0.74, 5, 18, 5
- Nc1ccccc1-c1nc2ccccc2s1
    1, 9, 1.1, -35, 1, 1542, 132, 0.016, -47, 1, -3
- CSc1cccc(CNC(=O)CC2C(=O)NCCN2CC(C)(C)C)c1 (centres undefined)
    1.1, 8, 1, -4, 4, 1502, 107, -1, -4, 2, -5
- O=C(Cc1c(Sc2ccccc2)c2ccccc2n1Cc1ccccc1)NCCO
    0.9, -1, 1, -10, -2, 1561, 106, 0.5, 6, 6, 6
- Cn1ncc([N+](=O)[O-])c1C(=O)N/N=C/c1cccc([N+](=O)[O-])c1
    0.9, -4, 1.1, 5, 0, 1405, 99, x, -8, -1, 14
- CC(SC1=NCCS1)C(=O)Nc1nnc(-c2ccc(Br)cc2)s1 (centres undefined)
    0.8, 4, 1, 21, 5, 1552, 89, x, -5, 11, 20
- Nc1ncnc(N2CCc3ccccc32)c1[N+](=O)[O-]
    1, 9, 0.9, 10, 4, 1716, 98, 0.43, 17, 1, -2
- N#Cc1c(Sc2ncc(C(F)(F)F)cc2Cl)nsc1C/C=N\OCc1ccccc1Br
    0.7, 4, 1, 2, 6, 1446, 103, 0.075, 0, 4, 31
- CCOc1ccc(C(=O)/C=C/c2ccc(OC)c(OC)c2)cc1
    1, 8, 1, 11, 4, 1701, 96, 1.6, 12, -1, -4
- CC(C)CC(COCc1ccc(Cl)cc1)N1CCN(C(=O)c2ccc(Cl)cc2Cl)CCC1=O (centres undefined)
    1, 1, 1.1, -9, 4, 1423, 105, -2.1, -10, -1, 4
- Cc1ccccc1NCc1ccc(O)c2ncccc12
    1.2, -1, 1, -8, -5, 1328, 109, 0.67, -3, -1, -16
- Cc1ccccc1NS(=O)(=O)c1ccc2c(c1)n(C)c(=O)n2C
    1, 6, 1, 23, 6, 1703, 86, 0.67, 8, 6, 1
- Cc1ccc(N(CC(=O)N/N=C/c2ccc(OCC(N)=O)cc2)S(C)(=O)=O)cc1Cl
    1.3, 4, 1, 6, 5, 1709, 98, -0.28, -4, 0, -26
- Cc1c(C#N)c(N=CN(C)C)c(C(=O)c2ccc(Br)cc2)n1-c1ccccc1
    1, -2, 1.1, -7, -5, 1430, 106, 0.89, -6, -4, 2

Continuation.
Results follow in this order: bIAP act, PPARg SRC-2 ag, TNAP act hi DEA, STAT3 inh, PPARg SRC-1 ag, SRC2 TRFRET art, STAT3 act, ROMK primary, STAT1 blocker, PPARg SRC3 recr, bIAP inh
- O=C(CN1CCN(CC(=O)Nc2ccccc2C(F)(F)F)CC1)Nc1ccccc1F
    1, 4, 1, 6, 0, 1596, 101, -0.45, -5, -6, -1
- COc1ccc(CC(=O)Nc2ccc(S(=O)(=O)Nc3cc(C)on3)cc2)cc1OC
    0.9, 0, 1, 2, 6, 1532, 101, x, -1, 5, 8
- CC1(C)CC(CC(=O)Nc2ccccc2[N+](=O)[O-])C(=O)O1 (centres undefined)
    0.8, 6, 1, -3, 2, 1504, 106, -0.015, 0, 1, 21
- CC(C)n1cnc2cc(NCc3ccccn3)ccc21
    0.7, -10, 1, -1, -6, 1652, 106, 0.61, -26, -12, 31

Rows were taken by chance; overall some 3.7% were active at least once.
